NadD block – inhibitors of Staphylococcus aureus NadD; purified NadD enzyme, colorimetric absorbance read-out; inhibition, % at 20 µM; hit rate 0.78% among 360,000; AID 602399; in the data active = inhibition above about 26%; note: some compounds past the cut are filed as inactive
NRP1-CendR mod – NRP-1/CendR interaction modulation | inhibition, % at 25 µM | hit rate 0.85% among 360,000 | AID 602438 | FAM-RPARPAR peptide binding to NRP-1, fluorescence polarization;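 active = inhibition or corrected inhibition above about 18%, plus a signal ratio from 0.5 to 1.5, limit read from the data, passing the limit was not always enough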; note: strong numbers were not always called active
DNMT1 block – inhibitors of human DNMT1. P26358. DNMT1 molecular beacon, Hinp1I cleavage, fluorescence. inhibition (reported as % activation of signal), % at 10 µM. hit rate 0.83% among 360,000; in the data active = inhibition above about 50%
SKN-1 inh – blocks SKN-1 activity in C. elegans; hit rate 0.49% among 360,000; inhibition, % at 21.8 µM; C. elegans VP596 Pgst-4::GFP/RFP ratio, acrylamide-induced, 24 h;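 active = interference check ratio from 0.5 to 1.5 plus GFP to RFP signal ratio inhibition reaching or exceeding a fixed threshold, cut at about 30% in these data, passing the limit was not always enough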; note: some compounds called inactive have numbers as strong as hits
Scp-1 inhibitor – blocks human Scp-1 phosphatase activity. Q9GZU7. Recombinant Scp1, phosphopeptide, malachite green phosphate absorbance. inhibition, % at 20 µM. hit rate 0.88% among 340,000. AID 493091;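 active = inhibition above about 50% at 20 µM, limit read from the data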;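 note: plate controls were DMSO wells with enzyme for no effect and wells lacking enzyme for full effect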
Target sequence (Q9GZU7 76-261 limits assumed): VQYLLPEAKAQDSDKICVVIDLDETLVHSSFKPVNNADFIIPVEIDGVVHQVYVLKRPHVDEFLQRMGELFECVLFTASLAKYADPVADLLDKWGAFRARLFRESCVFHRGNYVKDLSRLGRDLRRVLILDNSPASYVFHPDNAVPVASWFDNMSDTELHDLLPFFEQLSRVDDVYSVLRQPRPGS
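Times: enzyme reaction 45 min at room temperature, colour 5 min, stabilisation 30 min. Material: SCP-1 catalytic fragment, aa 76-261. Medium: Acidic Tris acetate buffer with magnesium and detergent. Signal: colorimetric free-phosphate detection, absorbance 630 nm. Read-out basis: % inhibition of SCP-1 phosphate liberation. Reagent: Phosphorylated 17-residue peptide substrate.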
TbMetRS inhib – Trypanosoma brucei MetRS inhibition; purified T. brucei MetRS, ATP depletion, Kinase-Glo luminescence; inhibition, % at 11.9 µM; hit rate 0.4% among 360,000;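 active = inhibition above a per-plate cutoff of the control wells' mean inhibition plus 3 SD, cut at about 5.5% in these data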;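 note: 0% = DMSO wells median and 100% = median of wells with control inhibitor compound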
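Test system – parasite MetRS enzyme · Reagent – substrates ATP, L-methionine and bulk Escherichia coli tRNA · Doses – 11.9 µM compound single dose, 0.9% DMSO · Times – 15 min enzyme-compound preincubation, 2 h reaction, 10 min detection, 25 °C · Signal – Kinase-Glo luminescence, ATP depletion format · Controls – DMSO-only wells as low control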
SUMO1-SIM PPI – SUMO1-SIM interaction modulation. P63165. SUMO1 binding to a labelled peptide, TR-FRET, 1 h. inhibition, % at 20 µM. hit rate 0.33% among 360,000; in the data active = inhibition above about 37%
Target sequence (P63165 whole entry, looked up): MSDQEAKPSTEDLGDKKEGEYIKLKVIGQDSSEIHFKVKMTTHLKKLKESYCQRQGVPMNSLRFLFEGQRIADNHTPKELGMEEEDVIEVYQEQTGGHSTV
STEP inh – blocks human striatal-enriched tyrosine phosphatase | recombinant STEP, OMFP fluorogenic substrate, fluorescence | hit rate 0.25% among 360,000 | inhibition, % at 20 µM | AID 588621;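 active = inhibition at 20 µM, scaled per plate between control wells, above about 37%, limit read from the data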;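 note: 0% = DMSO with enzyme and substrate and 100% = substrate only without enzyme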
Target sequence (P54829 whole entry, looked up): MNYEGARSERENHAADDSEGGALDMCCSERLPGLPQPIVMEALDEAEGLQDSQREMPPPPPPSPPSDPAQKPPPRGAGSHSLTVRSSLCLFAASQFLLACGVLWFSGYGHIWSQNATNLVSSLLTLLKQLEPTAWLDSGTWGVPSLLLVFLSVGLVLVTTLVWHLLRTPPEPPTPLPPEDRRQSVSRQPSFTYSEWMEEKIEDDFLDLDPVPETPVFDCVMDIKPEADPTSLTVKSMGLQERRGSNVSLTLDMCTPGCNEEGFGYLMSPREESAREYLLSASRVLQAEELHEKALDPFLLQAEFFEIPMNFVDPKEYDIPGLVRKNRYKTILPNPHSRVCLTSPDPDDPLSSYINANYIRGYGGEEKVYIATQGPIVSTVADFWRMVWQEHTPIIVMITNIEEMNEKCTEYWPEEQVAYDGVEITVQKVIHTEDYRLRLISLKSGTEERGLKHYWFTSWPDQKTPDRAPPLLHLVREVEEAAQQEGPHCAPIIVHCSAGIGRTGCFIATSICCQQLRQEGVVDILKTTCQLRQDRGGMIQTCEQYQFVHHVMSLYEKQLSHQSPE
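material = STEP tyrosine phosphatase | reagent = fluorogenic phosphatase substrate OMFP at 25 µM final | doses = single compound dose of 20 µM, 1% DMSO final | schedule = 20 min reaction, room temperature, in the dark | measured by = fluorescence, 480/540 nm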
Neddylation inh – inhibitors of human cullin neddylation. P61081+Q13564. TR-FRET cullin neddylation, biochemical. calls only at 25 µM. hit rate 0.58% among 360,000. AID 651699; in the data active = inhibition above about 36%
LMPTP block – blocks human LMPTP phosphatase. recombinant LMPTP-A, OMFP fluorogenic substrate, fluorescence intensity. inhibition, % at 20 µM. hit rate 0.22% among 360,000. AID 651560;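 active = compounds that cut the enzyme signal by at least half of the control window in the single-dose screen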;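 note: plate controls were DMSO wells with enzyme plus substrate for no effect and substrate without enzyme for full effect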
Target sequence (P24666 whole entry, looked up): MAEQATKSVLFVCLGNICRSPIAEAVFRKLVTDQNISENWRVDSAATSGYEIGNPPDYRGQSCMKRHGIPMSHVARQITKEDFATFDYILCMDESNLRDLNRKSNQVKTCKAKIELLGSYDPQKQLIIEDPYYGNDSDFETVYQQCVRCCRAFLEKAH
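test system = LMPTP-A | amount = 0.625 nM LMPTP-A final | reagent = fluorogenic phosphatase substrate OMFP at 400 µM final | incubation = 50 min at room temperature | benchmarks = no-enzyme low control, uninhibited high control | medium = Bis-Tris pH 6.0, DTT, detergent | signal = fluorescence intensity of OMFP turnover product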
The depositor's hits bear a star; i = inactive; . = no result given; & = joins results of further samples.

no.	NadD block	NRP1-CendR mod	DNMT1 block	SKN-1 inh	Scp-1 inhibitor	TbMetRS inhib	SUMO1-SIM PPI	STEP inh	Neddylation inh	LMPTP block	SMILES
1	-3.1	0.6	-0.7	-1.9	12.3	-0.1	0.5	1.3	i	1.2	COCCSc1nnc(NC(=O)Cc2ccc(OC)c(OC)c2)s1
2	-0.8	3.2	0.6	-5.7	-4.0	-0.8	3.0	0.4	i	-0.6	O=C(COc1ccc(C(=O)c2ccccc2)cc1)NCC(=O)Nc1ccccc1Br
3	-4.3	19.7	0.1	2.6	-4.3	-0.1	0.3	3.0	i	-2.4	CCOc1ccc(-n2c(=O)c3sccc3n(CC(=O)NCCc3ccc(OC)c(OC)c3)c2=O)cc1
4	-6.8	1.9	1.6	6.7	-8.6	0.3	7.2	-2.7	i	2.5	Cc1ccc(C)c(N2CCN(CCCNC(=O)Cn3c(=O)c4cccn4c4cccnc43)CC2)c1
5	-0.9	-3.0	-3.6	18.3	-6.6	-1.5	3.7	-2.4	.	-0.8	CCc1ccn2cc(-c3ccc4c(c3)OCO4)nc2c1
6	4.7	11.3	-2.6	21.2	-10.5	-0.3	-14.8	2.5	i	-0.3	COc1cc(C(=O)Oc2ccc(/C=N/NC(=O)c3ccncc3)cc2)cc(OC)c1OC
7	-3.6	9.8	4.1	0.5	-10.4	0.0	-2.5	1.0	i	-1.4	O=C(COC(=O)Cc1n[nH]c(=O)c2ccccc12)NNC(=O)c1ccc(Br)cc1
8	-5.5	7.7	0.0	10.8	-4.4	0.9	3.0	-1.1	i	0.3	CC1CN(C(=O)COC(=O)c2cc(S(N)(=O)=O)c(Cl)cc2Cl)CC(C)O1 (centres undefined)
9	-1.3	4.9	-3.5	17.1	-4.5	-0.4	-1.3	-4.2	i	-1.6	Cc1ccccc1NC(=O)CC(=O)Nc1ccccc1C
10	0.2	-5.2	-17.8	1.2	-3.1	0.5	9.7	-5.1	i	2.4	Cc1cc(Br)cc2c1N(C)C(=O)C2(c1ccc(O)cc1)c1ccc(O)cc1
11	4.0	12.5	-1.2	15.2	-3.9	-0.8	4.2	3.7	i	-1.9	CCc1ccc(N=C2NC(=O)CS2)cc1
12	8.3	-6.7	-21.3	-7.5	-4.4	-0.6	-4.6	0.9	i	-0.5	CCC1=Nc2cc(C(=O)NCc3ccco3)ccc2Sc2ccccc21
13	-1.0	-6.2	-1.9	4.1	-9.7	-0.6	3.1	1.2	i	-1.3	Cc1ccc(NC(=O)CCOc2ccccc2)cc1
14	2.6	-8.8	0.9	-19.9	-2.2	-1.2	-0.4	-3.8	i	-0.3	CCOC(=O)c1ccc(NC(=O)CNS(=O)(=O)c2ccccc2)cc1
15	-5.7	10.0	0.7	3.9	-5.7	-0.2	-6.5	-3.1	i	0.0	COc1ccc(CCNC(=O)CSc2nc(=O)n3cc(C)ccc3n2)cc1OC
16	4.8	-1.4	0.5	5.4	-5.2	-0.3	0.4	-0.5	i	-2.3	CC(C)c1cc(C(=O)O)c2cnn(C(C)C)c2n1
17	15.5&1.7	3.2&0.7	-16.9&-3.0	-10.6&-0.8	-17.2&-13.9	-1.2&-0.6	-0.4&3.9	-1.0&10.7	i	1.2&0.3	CC(=O)O[C@H]1C[C@@]2(C)[C@@H](C[C@@H](O)[C@H]3[C@@]4(C)CC[C@@H](O)[C@@H](C)[C@@H]4CC[C@@]32C)/C1=C(\CCC=C(C)C)C(=O)O
18	-4.3	-6.0	2.0	7.0	.	-1.2	3.7	-1.2	i	-2.0	C[C@@H]1CN([C@@H](C)CO)S(=O)(=O)c2ccc(Br)cc2O[C@@H]1CN(C)C(=O)c1ccncc1
19	-4.1	0.1	0.0	-2.8	-6.0	2.0	-2.0	-0.9	i	-1.3	Cc1ccccc1C(=O)Nc1cccc(C(=O)N/N=C/c2ccccn2)c1
20	-0.4	15.3	-0.7	4.4	-5.7	-0.8	-6.6	-4.2	i	-2.9	CCOC(=O)Cn1cc(-c2ccccc2)nn1
21	3.3	0.2	9.1	-1.3	.	-0.9	3.0	-2.5	i	-1.2	Cc1ccccc1S(=O)(=O)N(C)C[C@@H]1OCc2cnnn2CCCC(=O)N([C@H](C)CO)C[C@@H]1C
22	5.4	-18.4	0.9	12.4	-0.1	-1.8	0.2	1.5	i	1.4	CCOC(=O)c1c(NC(=O)CC2SC(N)=NC2=O)sc2c1CCCC2 (centres undefined)
23	6.5	-69.0	56.2*	5.0	79.0*	-1.3	32.8	25.0	i	2.2	N=C1/C(=C/c2ccc(-c3cccc(C(=O)O)c3)o2)C(=O)N=C2SC(CC(=O)N3CCOCC3)=NN12
24	8.7	12.4	0.1	10.8	-0.6	-0.4	-4.1	-1.3	i	-1.4	COCCn1c(COc2ccc(C)cc2)nc2ccccc21
25	1.8	-8.9	2.0	-6.1	8.1	-0.2	-2.1	-0.7	i	-0.1	Cc1ccc(-c2nnc(SCC(=O)O)n2N)cc1
26	-9.0	-9.2	-1.7	-1.3	-1.9	-0.8	1.1	-1.3	i	-2.4	COc1cc(C)c(CN2CCC(Cc3ccccc3)CC2)cc1C
27	0.3	-12.1	43.2	0.9	-0.7	-0.1	-16.2	1.8	i	3.2	CCN(CC)CCNc1ccc(CO)c2sc3ccccc3c(=O)c12
28	-0.5	6.9	-0.4	8.9	-4.6	-0.1	1.2	1.7	i	-0.5	CCCc1ccc2oc(C(=O)NCCCN3CCOCC3)c(C)c2c1
29	1.9	2.3	-2.9	-9.5	1.8	0.2	-1.5	0.1	i	-0.8	O=C(O)c1ccccc1CSc1nc2ccccc2[nH]1
30	-3.0	5.6	-0.6	-1.5	-3.9	-0.5	-0.6	-1.8	i	-1.4	CCOC(=O)C1C(c2cccc(F)c2)NC(=S)NC1(O)C(F)(F)F (centres undefined)

Filtered by structure, those above containing an NH in an aromatic ring
no.	NadD block	NRP1-CendR mod	DNMT1 block	SKN-1 inh	Scp-1 inhibitor	TbMetRS inhib	SUMO1-SIM PPI	STEP inh	Neddylation inh	LMPTP block	SMILES
7	-3.6	9.8	4.1	0.5	-10.4	0.0	-2.5	1.0	i	-1.4	O=C(COC(=O)Cc1n[nH]c(=O)c2ccccc12)NNC(=O)c1ccc(Br)cc1
29	1.9	2.3	-2.9	-9.5	1.8	0.2	-1.5	0.1	i	-0.8	O=C(O)c1ccccc1CSc1nc2ccccc2[nH]1

Copied from the list:
Value of entry 1 under SUMO1-SIM PPI: 0.5
Value of entry 29 under TbMetRS inhib: 0.2
Value of entry 22 under TbMetRS inhib: -1.8
Value of entry 23 under SKN-1 inh: 5.0
Value of entry 6 under Scp-1 inhibitor: -10.5

Further results:
no.	NadD block	NRP1-CendR mod	DNMT1 block	SKN-1 inh	Scp-1 inhibitor	TbMetRS inhib	SUMO1-SIM PPI	STEP inh	Neddylation inh	LMPTP block	SMILES
31	-0.2	6.0	-1.4	-13.8	-2.5	-1.2	0.8	-1.9	i	-0.2	Cc1cc2n(c(=O)c1C#N)CCCN2c1ccccc1
32	3.7	0.7	-5.2	2.5	-1.2	0.4	-20.0	-1.8	i	-0.7	CCC(=O)OCCNc1cc(Sc2nccn2C)c2nonc2c1[N+](=O)[O-]
33	-4.6	-8.8	1.2	1.4	-4.0	0.4	4.8	0.6	i	1.6	C/C=C(/C)C(=O)OC1Cc2c(ccc3ccc(=O)oc23)OC1(C)C (centres undefined)
34	-7.8	6.9	-1.6	-20.6	-10.1	-1.1	12.4	-1.9	i	0.3	COc1ccc(NC(=O)CN2C(=O)NC(c3ccccc3)(c3ccccc3)C2=O)cc1OC
35	4.2	11.7	-2.2	10.0	-7.6	1.1	2.2	2.5	i	2.2	CCCCOc1ccc(S(=O)(=O)NNC(=O)c2cc3ccccc3o2)cc1
36	10.8	-7.3	0.7	3.0	-1.6	0.3	-8.3	-0.2	i	2.6	Cc1ccc(C(=O)N2CCC3(CC2)Oc2ccc(Cl)cc2C(=O)C32CC(c3cccnc3)=NO2)s1 (centres undefined)
37	3.0	-3.4	1.3	-10.8	-0.8	-0.1	-20.3	-0.2	i	0.6	COc1ccc(CNC(=O)c2ccc(N3CCOCC3)c([N+](=O)[O-])c2)cc1
38	-2.7	16.5	0.6	13.5	-4.2	-0.1	-3.4	9.8	i	-1.1	c1csc(-c2cn3c(n2)SCC3)c1
39	-8.1	14.6	3.4	-4.1	1.0	-0.5	1.3	-0.7	i	0.7	COc1ccccc1NS(=O)(=O)c1cccc(C(=O)NCc2ccccn2)c1
40	-3.0	7.0	-2.2	18.7	-2.0	-0.5	5.9	0.8	i	-0.5	Cc1cc(C)cc(N(CC(=O)NC2CCCC2)C(=O)CCC(=O)Nc2nc(C)cs2)c1
41	-2.9	12.9	1.3	10.4	-4.8	-0.6	-0.8	-2.4	i	-1.9	COc1ccc(NC(=O)CSc2nnc(CNC(=O)c3cccs3)o2)c(OC)c1
42	2.7	-10.2	1.0	-0.3	-5.2	-0.2	-0.5	1.8	i	-0.3	COC(=O)COc1nsnc1N1CCOCC1
43	3.1	-4.2	-0.5	2.0	-27.1	-1.4	-1.8	-1.5	i	-0.7	O=C(/C=C/c1ccccc1)N/C(=C/c1ccccc1)C(=O)N1CCOCC1
44	3.5	20.2	4.2	15.2	-0.2	-0.2	-36.3	-0.5	i	0.2	CCC(=O)Nc1cccc(C2=NOC3(C2)C[C@@H](C(N)=O)N(C(=O)c2cc([N+](=O)[O-])cc([N+](=O)[O-])c2C)C3)c1 (some centres undefined)
45	4.4	-3.6	5.8	-14.4	1.2	-1.3	0.7	-2.9	i	-1.7	CCOC(=O)C1CCN(C(=O)CCS(=O)(=O)c2ccc3c(c2)CCN3C(=O)CC)CC1
46	0.0	1.5	-4.0	3.6	-10.7	0.0	4.4	-4.0	i	-0.2	Cc1[nH]c2ccccc2c1C(=O)CN1C(=O)NC2(CCCCCC2)C1=O
47	1.9	-20.4	-8.9	10.9	8.0	-0.9	8.6	1.3	i	6.1	C=CCn1c(SCC(=O)Nc2sccc2C(N)=O)nc2ccc(Cl)cc2c1=O
48	31.2*	-8.2	72.7*	-2.9	82.1*	0.3	-5.1	0.7	i	30.6	CCN(CC)C(=O)COC(=O)c1cc(-c2ccco2)nc2ccccc12
49	-5.7	21.5	6.2	-21.6	-1.9	-1.1	-9.8	7.7	i	-1.2	Cc1cccc(-c2noc(-c3cc4ccccc4oc3=O)n2)c1

2 entries from above, reformatted.
48: CCN(CC)C(=O)COC(=O)c1cc(-c2ccco2)nc2ccccc12
49: Cc1cccc(-c2noc(-c3cc4ccccc4oc3=O)n2)c1
entry no.,48,49
NadD block,31.2*,-5.7
NRP1-CendR mod,-8.2,21.5
DNMT1 block,72.7*,6.2
SKN-1 inh,-2.9,-21.6
Scp-1 inhibitor,82.1*,-1.9
TbMetRS inhib,0.3,-1.1
SUMO1-SIM PPI,-5.1,-9.8
STEP inh,0.7,7.7
Neddylation inh,i,i
LMPTP block,30.6,-1.2

Source: PubChem BioAssay (several laboratories)
